# G9a block: qHTS Assay for Inhibitors of Histone Lysine Methyltransferase G9a; Potency, µM (doses to about 102 µM), without a hit: at the highest dose activity, negative = inhibition, most hits filed as inhibitors; Histone-lysine N-methyltransferase EHMT2 (Homo sapiens), Q96KQ7; hit rate 8.8% among 350,000; AID 504332, 2011; G9a H3K9 monomethylation, AlphaScreen, 2 h; note: % is set by controls: 0 for no effect and ±100 for the full control effect; nearly all actives have a fitted effect of over 75% in size
#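 Compounds were preincubated with 20 nM G9a for 15 min, after which biotinylated H3K9 peptide (500 nM) and SAM (20 uM) started a 2 h room-temperature reaction. Monomethylated product was quantified by antibody-based AlphaScreen chemiluminescence.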
# POLK inh: qHTS for Inhibitors of Polymerase Kappa | DNA polymerase kappa (Homo sapiens), Q9UBT6 | purified Pol kappa, fluorescent DNA synthesis assay, 10 min | Potency, µM (highest dose often 107 µM), for inactives: top-dose activity, negative = inhibition, actives largely listed as inhibitors | hit rate 0.53% among 400,000 | AID 588579, 2011; note: % is set by controls: 0 for no effect and ±100 for the full control effect
#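 Kinetic fluorescence readout at 0 and 10 min followed reaction start with substrate at 50 nM final. Beforehand, enzyme (10 nM Pol kappa) stood 15 min with compound at room temperature; buffer-only wells were negative controls.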
# BLM inh: qHTS Assay for Inhibitors of Bloom's syndrome helicase (BLM) | RecQ-like DNA helicase BLM (Homo sapiens), P54132 | AID 2528, 2010 | hit rate 0.2% among 350,000 | recombinant BLM DNA unwinding, fluorescence dequenching | Potency, µM (titrated, usually from 56.1 µM), without a hit: top-dose activity change, negative = inhibition, actives largely listed as inhibitors;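 note: plate controls were vehicle for no effect and no enzyme for full effect; nearly all actives have a fitted effect of over 35% in size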
# JMJD2A Tudor: qHTS Assay for Inhibitors of JMJD2A-Tudor Domain; Lysine-specific demethylase 4A (Homo sapiens), O75164; Potency, µM (top dose mostly 114 µM), for the others: at the top dose activity change, negative = inhibition, most hits filed as inhibitors; AID 504339, 2011; hit rate 4.4% among 390,000; AlphaScreen JMJD2A-Tudor / H3K4me3 peptide binding; note: % is set by controls: 0 for no effect and ±100 for the full control effect; nearly all actives have a fitted effect of over 50% in size
# BAZ2B inh: qHTS Assay for Inhibitors of BAZ2B | Bromodomain adjacent to zinc finger domain protein 2B (Homo sapiens), Q9UIF8 | AlphaScreen BAZ2B-H3K14Ac peptide displacement | hit rate 4.4% among 360,000 | Potency, µM (top dose mostly 114 µM), for inactives: at the highest dose activity change, negative = inhibition, actives largely listed as inhibitors; note: % is set by controls: 0 for no effect and ±100 for the full control effect; nearly all actives have a fitted effect of over 60% in size
#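 BAZ2B (50 nM) with biotin-H3(5-23)K14Ac peptide (50 nM) in PBS pH 7.4, 0.01% Tween-20, preformed 30 min, then compound 30 min at room temperature; top concentration 110uM. AlphaScreen streptavidin donor/nickel chelate acceptor beads (10 ug/mL final), 20 min dark, signal read.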
# APEX1 inh: qHTS Assay for Inhibitors of the Human Apurinic/apyrimidinic Endonuclease 1 (APE1); DNA repair nuclease/redox regulator APEX1 (Homo sapiens), P27695; recombinant APE1, TAMRA/BHQ-2 abasic DNA cleavage fluorescence; Potency, µM (top dose mostly 65.8 µM), for the others: at the top dose activity change, negative = inhibition, actives largely listed as inhibitors; hit rate 0.35% among 350,000; AID 2517, 2012;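 note: plate controls were vehicle for no effect and reference inhibitor for full effect; nearly all actives have a fitted effect of over 55% in size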
# Target sequence (P27695 whole entry, looked up): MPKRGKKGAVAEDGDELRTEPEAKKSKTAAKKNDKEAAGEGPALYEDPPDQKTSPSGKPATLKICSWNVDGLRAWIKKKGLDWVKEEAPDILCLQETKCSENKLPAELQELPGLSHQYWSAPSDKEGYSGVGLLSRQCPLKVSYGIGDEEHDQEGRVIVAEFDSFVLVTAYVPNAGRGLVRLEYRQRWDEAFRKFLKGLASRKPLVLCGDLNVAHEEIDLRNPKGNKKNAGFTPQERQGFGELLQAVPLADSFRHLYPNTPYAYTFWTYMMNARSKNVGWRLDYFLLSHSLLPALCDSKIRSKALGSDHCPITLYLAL
#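 APE1 at 0.75 nM preincubated 15 min at room temperature with compound. Reaction then started with 50 nM double-stranded THF-abasic substrate labelled with TAMRA/BHQ-2, and 525/598 nm fluorescence read kinetically. Activity taken as third-minus-first read difference, normalized to DMSO and NSC13755 controls.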
# POLI inh: qHTS for Inhibitors of Polymerase Iota; Pol iota fluorescent replication assay, 10 min; Potency, µM (doses to about 115 µM), for the others: top-dose activity, negative = inhibition, usual class: inhibitors; hit rate 1% among 390,000
#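 Pol iota at 10 nM preincubated 15 min with compounds at room temperature; reaction started with fluorescent substrate, 50 nM final. Fluorescence read kinetically at 0 and 10 min; buffer-only wells as negative control.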
# POLB inh: qHTS Assay for Inhibitors of DNA Polymerase Beta | P06746 | Pol beta primer extension/strand displacement, fluorescence kinetic | Potency, µM (series often up to 114 µM), inactives show top-dose activity change, negative = inhibition, hits mostly inhibitors | hit rate 1.3% among 340,000 | AID 485314, 2010; note: % is set by controls: 0 for no effect and ±100 for the full control effect
#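 Pol beta (10 nM) and compounds were preincubated 15 min at room temperature, then 50 nM substrate (final) started primer extension/strand displacement. Reads were taken at 0 and 10 min; concentration-response data were fitted to a four-parameter Hill equation.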
# POLH inh: qHTS for Inhibitors of Polymerase Eta; DNA polymerase eta (Homo sapiens), Q9Y253; hit rate 1.2% among 390,000; recombinant Pol eta, fluorescent DNA replication assay; Potency, µM (doses to about 114 µM), inactives show top-dose activity change, negative = inhibition, hits mostly inhibitors; AID 588591, 2011; note: % is set by controls: 0 for no effect and ±100 for the full control effect
# Target sequence (Q9Y253 whole entry, looked up): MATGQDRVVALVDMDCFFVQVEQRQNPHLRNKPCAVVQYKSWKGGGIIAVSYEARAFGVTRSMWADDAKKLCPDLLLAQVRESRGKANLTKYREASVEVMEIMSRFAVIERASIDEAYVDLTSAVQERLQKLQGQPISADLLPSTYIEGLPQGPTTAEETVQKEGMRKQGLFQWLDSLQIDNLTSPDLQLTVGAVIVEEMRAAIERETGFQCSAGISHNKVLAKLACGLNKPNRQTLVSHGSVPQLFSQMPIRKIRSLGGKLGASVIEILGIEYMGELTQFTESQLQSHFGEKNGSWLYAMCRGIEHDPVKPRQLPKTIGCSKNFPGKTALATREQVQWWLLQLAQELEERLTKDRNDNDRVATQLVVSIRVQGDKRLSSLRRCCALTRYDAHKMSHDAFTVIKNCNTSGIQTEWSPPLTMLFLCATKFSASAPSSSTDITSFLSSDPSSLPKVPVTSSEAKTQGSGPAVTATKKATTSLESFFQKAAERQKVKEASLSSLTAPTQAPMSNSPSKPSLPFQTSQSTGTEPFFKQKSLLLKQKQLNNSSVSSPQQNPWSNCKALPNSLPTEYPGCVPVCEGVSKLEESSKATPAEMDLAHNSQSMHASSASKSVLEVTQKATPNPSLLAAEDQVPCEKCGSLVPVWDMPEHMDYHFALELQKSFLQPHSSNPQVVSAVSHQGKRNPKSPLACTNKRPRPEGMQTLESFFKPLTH
#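 Pol eta at 10 nM preincubated with compounds 15 min at room temperature; reaction started with fluorescent substrate (50 nM final) and read kinetically at 0 and 10 min.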
# The depositor's hits bear a star; ? = inconclusive; . = not tested or not shown; & = joins results of further samples; [ ] = remark or other dose. Calls come from the whole dose curve; as a rule, active = well fitted curve in the direction sought with a large enough effect; inconclusive = small, poorly fitted or top-dose-only effect, or another doubt; inactive = no such curve, though single readings can be large; an effect the other way counts as inactive or inconclusive. Potency is the fitted concentration of half-maximal effect. An excerpt; the hit share may differ from the screen's.
# Each structure is followed by: G9a block	POLK inh	BLM inh	JMJD2A Tudor	BAZ2B inh	APEX1 inh	POLI inh	POLB inh	POLH inh
> Cc1cc(C)n2nc(C(=O)N3CCN(c4ccc([N+](=O)[O-])cc4)CC3)nc2n1
→ -41%	9%	-3%	-14%	-20%	-1%	5%	1%	-10%
> Cc1ccc(S(=O)(=O)CC(=O)Nc2nc3c(C)cc(C)cc3s2)cc1
→ -6%[59 µM]	-9%[60.1 µM]	-4%	-25%	-14%	.	4%	-12%	1%
> Cc1onc(-c2ccccc2Cl)c1C(=O)NNC(=O)c1ccc(F)cc1
→ -2%	3%	-5%	-10%	3%	40%	34%[activator]	-17%	-3%
> CCC(C)NCCOCCOc1ccc(Cl)c(C)c1C (stereo not given)
→ ?	-7%	-10%	3.5µM*	-25%	-4%	10%	29%	?
> O=C(CCN1CCCCC1)NNC(=O)C12CC3CC(CC(C3)C1)C2
→ 1%	-3%	-4%	-1%	-5%	4%	57%[activator]	-2%	-8%
> COc1ccc(S(=O)(=O)NC(C)C)cc1-n1cnnn1
→ -39%	-1%	-7%&2%	-5%&-7%	-12%&-2%	2%	82%&18%[activator]	-13%&1%	-6%&-18%
> COc1cc2[nH]c(C(=O)Nc3ccc4c(c3)OCCO4)cc2c(OC)c1OC
→ -9%	-18%	-7%	-27%	-33%	36%	-8%	-23%	-20%
> COc1ccc(CCC(=O)N/N=C\c2cccs2)cc1
→ -25%	-23%	-6%	-22%	-18%	-2%	2%	-1%	2%
> CCOc1ccc(CNC(=O)c2ccc(NC(=O)c3nsc4ccccc34)cc2)cc1
→ 19%[59 µM]	-8%[60.1 µM]	-15%	-8%	-4%	.	6%	1%	-5%
> CC(C)=CCN1CCN(CCCn2cccn2)CC1CCO (stereo not given)
→ .	-8%	-1%	-11%	0%	17%	?	41%	-20%

# Single records, as listed above. Screens in order: G9a block, POLK inh, BLM inh, JMJD2A Tudor, BAZ2B inh, APEX1 inh, POLI inh, POLB inh, POLH inh
# CCC(C)NCCOCCOc1ccc(Cl)c(C)c1C (stereo not given) reads ?, -7%, -10%, 3.5µM*, -25%, -4%, 10%, 29%, ?
# Cc1cc(C)n2nc(C(=O)N3CCN(c4ccc([N+](=O)[O-])cc4)CC3)nc2n1 reads -41%, 9%, -3%, -14%, -20%, -1%, 5%, 1%, -10%

# The listing continues:
# Each structure is followed by: G9a block	POLK inh	BLM inh	JMJD2A Tudor	BAZ2B inh	APEX1 inh	POLI inh	POLB inh	POLH inh
> O=C(Cn1ccsc1=NC(=O)C(F)(F)F)c1ccccc1
→ 9%[59 µM]	0%	-2%	-6%	-6%	-4%	9%	7%	-14%
> Cc1ccc(OCc2nc(C#N)c(NCc3ccco3)o2)cc1
→ 50µM*	-16%	-7%	?	35µM*	1%	?	0%	-2%
> CN(Cc1ccccc1)C(=O)CCC1CCN(C(=O)CC2=CCCCC2)CC1
→ 7%[12.7 µM]	8%	-1%	4%	3%	38%	21%	-1%	-4%
> COC(=O)C1=C(N)OC2=C(C(=O)CCC2)C1c1cccs1 (stereo not given)
→ 19%[59 µM]	-7%	-4%	-25%	-6%	1%	4%	9%	0%
> COc1cccc(C2N(c3ccc(Cl)cc3)C(=O)C3CCCN32)c1 (stereo not given)
→ -8%[59 µM]	-5%	5%	-11%	-5%	12%	-14%	33%	-18%
> COc1ccc(N(CC(=O)NCc2ccc3c(c2)OCO3)S(=O)(=O)c2ccc(O)c(C(=O)O)c2)cc1
→ .	-7%	.	-20%	.	.	4%	.	-2%
> O=C(NCc1ccc(F)cc1Cl)C1CCN(S(=O)(=O)N2CCCCC2)CC1
→ 2%	16%	1%	-1%	9%[57.1 µM]	61%[activator]	17%	2%	-12%
> Cc1cc[n+](C(C)C(=O)c2ccc(-c3ccccc3)cc2)cc1 (stereo not given)
→ -49%	-5%	70%[activator]	-17%	-2%	-4%	82%[activator]	-10%	-10%
> COc1ccc(/C=C/c2c([N+](=O)[O-])c(=O)n(C)c(=O)n2C)cc1
→ 9%	7%	-2%	-21%	11%	1%	73%[activator]	29%	-13%
> O=C(NC1CCCCC1)C(c1ccc(F)cc1)N(Cc1ccccc1)C(=O)CN1C(=O)c2ccccc2S1(=O)=O (stereo not given)
→ 11%[59 µM]	-2%	0%	-5%	9%	0%	9%	1%	-7%
> COc1ccc(C)cc1N(C)C(=O)c1c(C)oc2ncnc(N3CCOCC3)c12
→ 0%[59 µM]	-10%	0%	-15%	11%[57.1 µM]	.	-2%	1%	2%
> CCOc1ccc(NC(=O)CSc2nc(N)c(-c3ccccc3)c(=O)[nH]2)cc1
→ -2%	-14%	-2%	-21%	-16%	-1%	67%[activator]	-14%	1%
> CCC(C)NC(=O)CN1C(=O)c2cccnc2Oc2ccc(C)cc21 (stereo not given)
→ -5%[59 µM]	-9%[60.1 µM]	-1%	50µM*	13%	.	10%	0%	-24%
> CCc1cccc(NS(=O)(=O)c2ccc3c(c2)CCC(=O)N3)c1
→ 2%	2%	0%	-1%	6%	-4%	18%	0%	-6%
> CC(=O)c1ccc(NC(=O)C2CCN(c3nnc(C)c4c(C)n(-c5ccccc5)nc34)CC2)cc1
→ -48%[59 µM]	-5%	-13%	?	?	.	10%	-1%	9%
> COc1ccc(NC(=O)CN(C)C(=O)c2cccc(S(=O)(=O)N3CCN(c4ccccc4)CC3)c2)cc1
→ -46%	-17%	.	-30%	-13%	-9%	104%[activator]	.	-5%
> COc1ccc(NC(=O)CN(C)C(=O)c2ccc(NS(=O)(=O)c3cccc([N+](=O)[O-])c3)cc2)cc1
→ 15%[12.7 µM]	-5%	.	-16%	0%	9%	0%	.	-2%
> O=C(CSc1nnc(-c2cccnc2)n1-c1ccccc1)Nc1ccccc1
→ 2%[59 µM]	-5%	-5%	-13%	0%	1%	-9%	1%	-8%
> CCc1ccc(CNC(=O)CN2C(=O)CCn3nc(-c4cn(C)c5ccccc45)cc32)cc1
→ -20%[59 µM]	-12%[60.1 µM]	-3%	?	-11%	.	-13%	-11%	1%
> Cc1onc(-c2ccccc2Cl)c1C(=O)N(C)C1CCCCC1
→ -15%	14%	-3%	-8%	-4%	-3%	4%	29%	-4%
> Cc1ccccc1-c1nnc(SCCC(=O)N2CCOCC2)o1
→ 54%[activator]	3%	-8%	?	12%	8%	78%[activator]	1%	-3%
> CCOCCCn1c(=N)c(C(=O)NCC2CCCO2)cc2c(=O)n3cccc(C)c3nc21 (stereo not given)
→ ?	9%	41%[activator]	-15%	-13%	.	5%	-26%	-17%
> COc1ccc(N2CCN(c3ccc(NC(=O)c4ccc5c(c4)OCO5)cc3C#N)CC2)cc1
→ -24%[12.7 µM]	-3%	-1%	12%	15%	21%	4%	1%	-7%
> CCn1c(CN2C(=O)CSc3ccccc32)n[nH]c1=S
→ .	-8%	-6%	?	-27%	1%	-17%	4%	-15%
> CN1CCc2c(sc3c2C(=O)NC(c2cn(Cc4ccccc4)c4ccccc24)N3)C1 (stereo not given)
→ ?	-15%	2%	40µM*	45µM*	-6%	16%	-16%	-12%
> CCOC(=O)C1CCN(C(=O)c2ccc3c(c2)NC(=O)/C(=C\c2cccc(C)c2)S3)CC1
→ 13%	-16%	-15%	?	-32%[57.1 µM]	-21%	?	7%	?
> CCOC(=O)c1[nH]c2c(c1Cc1ccccc1C)C(=O)CC(c1ccccc1)C2 (stereo not given)
→ 5%[59 µM]	-4%	-10%	-20%	-22%	.	57%[activator]	-1%	-13%
> COc1ccc(OC)c(CCNC(=O)c2ccccc2NC(=O)C2=C(C)OCCS2)c1
→ -5%	5%	-3%	?	?	32%	1%	4%	-12%
> COc1ccc(-n2c(=O)c3ccccc3n(Cc3cccc(C)c3)c2=O)cc1
→ 22%[59 µM]	6%	-5%	1%	-2%	.	-13%	8%	-5%
> Cc1c(NC(=S)NC(=O)c2ccccc2)c(=O)n(-c2ccccc2)n1C
→ .	-7%	.	10%	.	.	-16%[58.9 µM]	.	-7%
> CCN1CCN(CCCNC(=O)c2ccc(/C=C3/Oc4ccccc4N(Cc4cccc(C)c4)C3=O)cc2)CC1
→ -6%[0.0925 µM]	-8%	0%	?	4%	-6%	-3%	2%	-1%
> Cc1cc(C(=O)N2CCCC(Nc3ccccc3)C2)c2ccc(F)cc2n1 (stereo not given)
→ -13%	-4%	2%	-14%	?	15%	0%	14%	-13%
> CC/C(O)=C1\C(=O)CCCC1=NCCc1nc2ccccc2[nH]1
→ -20%	.	-1%	.	-32%	-5%	.	-1%	.
> CCSc1nnc(NC(=O)Cc2ccccc2OC)s1
→ 86%[activator][59 µM]	-1%	3%	-8%	-8%	-1%	-1%	36%[activator]	7%
> CC(NC(=O)COc1ccccc1)C(=O)N1CCN(c2ccc(F)cc2)CC1 (stereo not given)
→ .	-5%	.	-2%	.	-5%	32%[activator]	.	-18%
> O=C(Cc1ccccc1)NNS(=O)(=O)c1ccc(F)cc1
→ 3%	-8%	-5%	-10%	-15%	3%	-13%	-11%	-10%
> CCOC(=O)CN1CC23C=CC(O2)C(C(=O)Nc2ccc4c(c2)OCO4)C3C1=O (stereo not given)
→ -4%	-1%	-2%	-6%	6%	-6%	34%[activator]	22%	0%
> CCOC(=O)Cc1ccc(NCc2ccc(Cl)cc2)cc1
→ 50µM*	-25%	-8%	?	?	2%	234%[activator]	9%	0%
> COc1cccc(N2CC(O)Cn3c2nc2c3c(=O)n(CCCc3ccccc3)c(=O)n2C)c1 (stereo not given)
→ -28%[59 µM]	-1%	-2%	-21%	?	2%	-6%	2%	-13%
> O=C(NCC(O)CN1CCOCC1)c1ccc([N+](=O)[O-])cc1 (stereo not given)
→ -5%	-3%[60.1 µM]	-2%	-12%	-10%	-5%	50%[activator]	40%	-23%

# Source: PubChem
